Screening results deposited in PubChem BioAssay by National Center for Advancing Translational Sciences (NCATS).
Tau fluor cs = counter-screen for tau fibril formation inhibitors. tau K18 P301L Alexa594 fluorescence, heparin fibrillization. Potency, µM (top dose mostly 57.7 µM), for the others: top-dose activity change, negative = decrease. 280,000 tested, 0.93% active; further: on the % scale 0 is the no-effect control and ±100 the full control effect; nearly all actives have a fitted effect of over 55% in size
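Human K18 P301L tau (15 uM unlabeled plus 0.24 uM Alexa 594-labeled, final) in 100 mM sodium acetate pH 7 was mixed with compound and 20 uM heparin and incubated 6 hr at 37 C.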
Tau ThT inhib = blocks human tau fibril formation measured by thioflavin T | 270,000 tested, 2.1% active | P10636 | Potency, µM (series often up to 57.4 µM), inactives show at the top dose activity, negative = inhibition, actives largely listed as inhibitors | recombinant tau K18 P301L, heparin-induced fibrillization, ThT fluorescence | AID 1460; further: on the % scale 0 is the no-effect control and ±100 the full control effect; nearly all actives have a fitted effect of over 55% in size
Target sequence (P10636 561-689 P618L limits assumed): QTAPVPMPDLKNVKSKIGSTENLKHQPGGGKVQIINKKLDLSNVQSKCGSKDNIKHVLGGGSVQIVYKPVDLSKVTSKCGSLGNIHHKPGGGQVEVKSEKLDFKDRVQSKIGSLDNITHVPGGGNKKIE
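Using a mix of unlabeled (15 uM) and Alexa 594-labeled (0.24 uM) tau K18 P301L, heparin-triggered fibrillization over 6 hr at 37 C was scored by ThT fluorescence.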
L3MBTL1 inh = L3MBTL1 (human) inhibition; Q9Y468; AlphaScreen L3MBTL1–H3K9me1 peptide binding; Potency, µM (highest dose often 57.1 µM), for the others: at the top dose activity, negative = inhibition, actives largely listed as inhibitors; 230,000 tested, 0.66% active; further: on the % scale 0 is the no-effect control and ±100 the full control effect; nearly all actives have a fitted effect of over 60% in size
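Read-out is AlphaScreen signal from streptavidin donor and nickel chelate acceptor beads (10 ug/mL final each) bridging L3MBTL1 (50 nM) and biotinylated K9-monomethylated H3(1-15) peptide (75 nM), after 30 min compound exposure at room temperature.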
HTT ATP protect = cytoprotection in Huntington HTT-Q103 PC12 cell model. 230,000 tested, 0.14% active. PC12 HTT-Q103 induced, cytoprotection, ATP luminescence, 40 h. Potency, µM (titrated, usually from 56.4 µM), for inactives: cytoprotection (ATP increase), usual class: activators;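 further: % of control where 0% means no effect; nearly all actives have a fitted effect of over 45% in size; toxic huntingtin expression switched on by the ecdysone agonist tebufenozide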
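Stable PC12 Q103-GFP cells in serum-supplemented, phenol red-free DMEM; induction by tebufenozide at 100 nM final; compound dose series; cell viability quantified luminescently from ATP.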
RECQ1 helicase = inhibitors of human RECQ1 DNA helicase | 240,000 tested, 0.54% active | RECQ1 DNA unwinding, red fluorescence kinetic read | Potency, µM (doses to about 57.3 µM), for the others: top-dose activity, negative = inhibition, actives largely listed as inhibitors;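 further: plate controls were vehicle for no effect and no enzyme for full effect; nearly all actives have a fitted effect of over 30% in size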
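50 nM RECQ1T1 preincubated 15 min with compound in Tris pH 8.0 buffer with MgCl2, DTT, Tween-20 and 2.5 ug/ml poly(dI-dC); started with 200 nM TAMRA/BHQ-2 forked duplex and 2 mM ATP. Unwinding read as fluorescence (525/598 nm), two reads 2 h apart.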
Tau FP inhib = tau fibrillization inhibition (FP); AID 1468; Potency, µM (top dose mostly 57.7 µM), inactives show top-dose activity, negative = inhibition, usual class: inhibitors; 280,000 tested, 0.39% active; K18 P301L tau heparin fibrillization, Alexa594 FP, 6 h; further: on the % scale 0 is the no-effect control and ±100 the full control effect; nearly all actives have a fitted effect of over 55% in size
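Recombinant K18 P301L […], labeled with Alexa 594 at 0.24 uM over 15 uM unlabeled; heparin inducer 20 uM final; 37 C, 6 hr; FP endpoint.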
TR SRC2 fluor cs = Texas Red fluorescence interference in TRb-SRC2 counter-screen | TRb/SRC2 Texas Red total fluorescence interference | 280,000 tested, 0.29% active | Potency, µM (series often up to 106 µM), for inactives: at the top dose fluorescence change, negative = quenching; active means well fitted curve in either direction with a large enough effect; inconclusive means small, poorly fitted or top-dose-only effect; further: on the % scale 0 is the no-effect control and ±100 the full control effect
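Human TRβ ligand-binding domain (0.6 uM) and Texas Red SRC2 peptide (20 nM) in Tris buffer with 1 uM T3 and 5% DMSO were incubated with pinned compound for 5 hr at ambient temperature. Total fluorescence was computed as S + 2P (555/632 nm).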
TRb SRC2 PPI = disrupts binding of human TR beta to SRC2 | P10828 | TRbeta-SRC2 peptide binding, fluorescence polarization; receptor liganded with 1 µM T3 | Potency, µM (series often up to 106 µM), inactives show top-dose activity change, negative = inhibition, usual class: inhibitors | 280,000 tested, 0.065% active;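 further: plate controls were bound peptide for no effect and peptide without receptor for full effect; nearly all actives have a fitted effect of over 50% in size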
Target sequence (P10828 whole entry, looked up): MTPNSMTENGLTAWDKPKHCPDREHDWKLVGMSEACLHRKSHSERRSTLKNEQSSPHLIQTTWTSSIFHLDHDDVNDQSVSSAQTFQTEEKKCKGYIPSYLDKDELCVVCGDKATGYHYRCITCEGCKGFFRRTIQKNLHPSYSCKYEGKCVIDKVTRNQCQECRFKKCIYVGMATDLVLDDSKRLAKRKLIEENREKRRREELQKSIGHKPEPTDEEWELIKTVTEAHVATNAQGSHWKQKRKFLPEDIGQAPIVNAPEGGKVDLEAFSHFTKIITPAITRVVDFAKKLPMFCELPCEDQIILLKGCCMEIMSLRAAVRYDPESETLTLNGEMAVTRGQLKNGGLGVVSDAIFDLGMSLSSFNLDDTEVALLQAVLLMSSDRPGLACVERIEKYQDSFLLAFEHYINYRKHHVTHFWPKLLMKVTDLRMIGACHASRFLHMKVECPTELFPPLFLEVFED
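Human TRb LBD (0.6 uM) plus Texas Red-labeled SRC2 peptide (20 nM), 1uM T3, 5% DMSO, 5 hr at ambient temperature. Decreased polarization (555/632 nm) flags inhibition; data normalized to free and bound peptide controls.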
An asterisk follows results filed as active; i = inactive; ? = inconclusive; nt = no result given; & = joins results of further samples; [ ] = remark or other dose. Unless noted, the call rests on the fitted dose curve; in most records, active means well fitted curve in the direction sought with a large enough effect; inconclusive means small, poorly fitted or top-dose-only effect, or another doubt; inactive means no such curve, though single readings can be large; an effect the other way counts as inactive or inconclusive. Potency means the concentration at half of the fitted maximal effect. Some of the compounds tested, so the mix of outcomes need not match the whole.

item	structure	Tau fluor cs	Tau ThT inhib	L3MBTL1 inh	HTT ATP protect	RECQ1 helicase	Tau FP inhib	TR SRC2 fluor cs	TRb SRC2 PPI
1	Cc1ccc(C)c(Nc2nn3c(=O)c4ccc(C(=O)N(C)Cc5ccccc5)cc4nc3s2)c1	-29%	?	nt	nt	nt	-2%	-2%	-9%
2	CC(C)NC(=O)COC(=O)Cn1[nH]c(=O)c2ccccc2c1=O	-12%	-9%	-19%	-35%	-3%	-6%	-2%	-4%
3	O=C(CCC(=O)N1CCSc2ccccc21)NCc1ccccc1Cl	-22%	-8%	nt	nt	nt	-3%	2%	-1%
4	CN(C)C(CNS(=O)(=O)c1ccc(Br)cc1)c1cccnc1 (configuration not stated)	-6%	-3%	3%	-5%[10 µM]	-6%	-7%	-2%	-1%
5	O=C(c1cc(C(=O)NCCc2ccccc2)c(=O)n(CCc2ccccc2)c1)c1cc(Cl)ccc1O	-21%	1%	-17%	-5%[0.074 µM]	-16%	-10%	2%	2%
6	COC(=O)Nc1nn(Cc2ccccc2F)cc1Br	-3%	-5%	?	-3%[10 µM]	-2%	0%	2%	0%
7	COc1ccc(C(=O)N/N=C/c2cc(Br)ccc2O)cc1OC	-12%	11%	-15%	-70%[inhibitor][10 µM]	-3%	?	-1%	0%
8	Cc1ccc(C)c(OCC(O)CN2CCCCC2C)c1 (configuration not stated)	9%	7%	-1%	-4%	-12%	-1%	-5%	4%
9	O=C(O)Cn1cc(/C=c2/sc3nc4ccccc4n3c2=O)c2ccccc21	-20%	?	nt	-4%	-8%	?	-9%	4%
10	O=C(O)c1cccc(-c2nc3ccccc3[nH]2)c1	-16%	-10%	10%	9%[10 µM]	1%	-2%	-6%	0%
11	COc1ccc(OCc2nnc(SCC(N)=O)n2-c2ccccc2OC)cc1	4%	0%	4%	-2%	-7%	7%	0%	0%
12	COc1ccc(NC(=O)CCC(=O)N/N=C/c2ccncc2)cc1	-10%	-14%	9%	14%[10 µM]	-8%	-2%	-4%	-2%
13	CCOC(=O)c1c(C)n(C)c2ccc(OCC(O)CN(CC)CC)cc12 (configuration not stated)	-6%	-13%	nt	-12%	6%	-8%	0%	-9%
14	CN(C)c1nccc(NCc2ccccc2)c1C#N	-11%	-9%	nt	-20%	-13%	1%	1%	4%
15	Cc1ccc(-c2nc(C3CCN(S(=O)(=O)c4ccc(C(C)(C)C)cc4)CC3)no2)cc1	-7%	-2%	nt	-27%	-16%	11%	-7%	-2%
16	O=C(Nc1ccc(N2CCN(C(=O)c3ccco3)CC2)cc1)c1ccc2c(c1)OCO2	-21%	?	4%	10%[10 µM]	-2%	-8%	-4%	-6%
17	O=[N+]([O-])c1cc(S(=O)(=O)Nc2cccc(Cl)c2)ccc1N=Nc1c(O)[nH]c2ccccc12	14µM*[quencher]	10µM*	-4%	10%[10 µM]	i	?	0%	3%
18	O=S(=O)(c1ccccc1)N1CCN=C1SCc1ccccc1Cl	?	-7%	nt	32%	-11%	-15%	-2%	-7%
19	Cc1noc(C)c1S(=O)(=O)N1CCC(C(=O)N2CCN(c3cccc(C(F)(F)F)c3)CC2)CC1	-13%	-13%	nt	nt	nt	5%	-1%	-3%
20	CC1CN(C(=O)CCC(=O)NCc2cccs2)c2ccccc2O1 (configuration not stated)	-2%	-3%	nt	nt	nt	5%	-2%	-1%
21	COCCNC(=O)C(OC(=O)c1ccco1)c1ccccc1OC (configuration not stated)	-4%	0%	-4%	-11%	-2%	-3%	0%	-1%
22	CSc1ccc(/C=N/NC(=O)c2sccc2C)cc1	5%	-2%	0%	-36%[10 µM]	-3%	-6%	-1%	-11%
23	N#C/C(=C\c1ccco1)C(=O)NCc1ccccc1	8%	17%	-3%	4%[10 µM]	-2%	1%	0%	9%
24	O=C(c1ccc(Br)cc1)N(C1=NCCCCS1)c1ccccc1	-1%	4%	-1%	23%[10 µM]	-8%	-4%	3%	1%
25	COc1ccc(NC(=O)N2CCC(NC(=O)c3ccco3)CC2)cc1	-1%	-8%	5%	-1%	i	2%	2%	-1%
26	O=C(COC(=O)c1ccccc1Br)NCCc1ccc(F)cc1	-7%	-7%	-3%	15%[1.9 µM]	-4%	1%	-17%	6%
27	CC(C)CCNC(=O)CN(CC1CCCO1)C(=O)CCC(=O)Nc1ccccn1 (configuration not stated)	-9%	-10%	7%	-12%	-4%	-4%	5%	-2%
28	Cc1ccc(/C=C/C(=O)Nc2ncc(C)s2)o1	-18%	?	?	-32%[10 µM]	-4%	-13%	6%	4%
29	CN(C)c1ccc(NC(=O)/C=C/c2c(Cl)cccc2Cl)cc1	?	?	-3%	-1%[10 µM]	-5%	16%	2%	8%
30	CCN1C(=O)N[C@@H](c2cccc(C(F)(F)F)c2)[C@H](C(C)=O)[C@H]1C	-13%[11.6 µM]	-8%[11.5 µM]	nt	12%[10 µM]	i[11.5 µM]	-6%[11.6 µM]	-3%[11.2 µM]	-5%[11.2 µM]
31	COc1ccc(-n2nnnc2SCC(=O)N2C(C)CCCC2C)c(OC)c1 (configuration not stated)	-13%	-11%	3%	4%	-1%	-4%	-1%	-2%
32	Cc1ccc(OCC(=O)NCc2ccco2)cc1C	1%	?	1%[11.4 µM]	-16%	i	-1%	1%	-7%
33	CSc1ncccc1C(=O)NCCc1ccc(Cl)cc1	-6%	-4%	12%	-72%[inhibitor]	-10%	-3%	-7%	-5%
34	Cc1ccc(S(=O)(=O)Nc2cc(=O)[nH]c3c2CCC3)cc1	-14%	-3%	2%	-5%&13%[10 µM]	i	-6%	-1%	4%
35	COc1cc(/C=N/NC(=O)COc2c(C)cc([N+](=O)[O-])cc2C)ccc1OC(=O)c1ccccc1	-23%	-17%	-10%	-14%[10 µM]	28µM*	-7%	1%	2%
36	O=C(NCC1CCCO1)/C(=C\c1ccco1)NC(=O)c1ccc(Cl)cc1 (configuration not stated)	2%	-6%	1%	?	23%	5%	-2%	8%
37	O=C(O)C1CCCCC1C(=O)Nc1ccccc1C(=O)N1CCN(c2ccc(F)cc2)CC1 (configuration not stated)	10%	11%	9%	-18%[10 µM]	3%	-6%	0%[53 µM]	6%[53 µM]
38	Cc1ccccc1-n1c(=O)n(CCc2ccccc2)c(=O)c2[nH]cnc21	2%	2%	11%	-3%[10 µM]	i	1%	0%	5%
39	COc1ccc(Cl)cc1N(CC(=O)Nc1cccc(SC)c1)S(C)(=O)=O	?	-16%	nt	6%	i	4%	-6%	-5%
40	c1ccc(OCc2nc(-c3ccccc3)no2)cc1	-15%	-20%	79%[activator]	-7%	-19%	-1%	0%	9%
41	Cc1cccc(C(=O)Nc2ccc(C(=O)OCc3cc(=O)n4nc(C5CC5)sc4n3)cc2)c1	-11%	-5%	nt	nt	nt	1%	-1%	-7%
42	CC1=C(C(=O)Nc2ccccc2F)C(c2ccsc2)C2=C(CC(c3ccccc3)CC2=O)N1 (configuration not stated)	-25%	-12%	23%	-22%	-18%	-4%	-1%	1%
43	O=C(COc1ccc(/C=N/NC(=O)c2cc3ccccc3o2)cc1Br)Nc1ccccc1	-15%	?	35%[activator]	-100%[inhibitor]	-4%	?	-2%	-5%
44	O=C(Cn1ncc2c([nH]c3ccccc32)c1=O)NCc1cccc(Cl)c1	1%	16%	nt	nt	nt	?	?	1%
45	Nc1nc2c(c(=O)[nH]1)C(c1ccccc1)C1=C(N2)c2ccccc2C1=O (configuration not stated)	?	6.3µM*	nt	-9%[10 µM]	i	6%	-1%	3%
46	Cc1ccc(S(=O)(=O)Cn2nnnc2CN2CCCC3(CCCCC3)C2)cc1	-13%	-8%	14%	13%[10 µM]	-3%	-4%	-2%	-3%
47	O=C(CN1C(=O)c2ccccc2C1=O)Nc1ccccc1C(=O)NC1CCCCCC1	-17%	-4%	34%[activator]	25%[10 µM]	-6%	-5%	-1%	4%
48	Cc1cccc(NC(=O)N2CCN(Cc3ccc(Cl)cc3)CC2)c1	-13%	-9%	-1%	nt	i	5%	0%	2%
49	O=C(CCc1nc2ccccc2c(=O)[nH]1)OCCOc1ccc(Cl)cc1	-25%	?	-7%	-34%	20%	-2%	-2%	4%
50	CC(C)CO/N=C1/C[C@@H](O)[C@@H](O)[C@@H]2[C@@H]3C(=O)N(C4CCCCC4)C(=O)[C@H]3CC[C@@H]12	-16%[11.6 µM]	-14%[11.5 µM]	nt	-2%[10 µM]	i[11.5 µM]	-5%[11.6 µM]	-2%[11.2 µM]	0%[11.2 µM]
51	CCOC(=O)c1ccc(N2C(=O)c3[nH]nc(-c4ccc(C)cc4)c3C2c2cccc(F)c2)cc1 (configuration not stated)	-23%	-3%	nt	nt	nt	?	-1%	0%
52	COc1ccc(CCNC(=O)c2ccc(CN3CCC(Cc4ccccc4)CC3)cc2)cc1	10%	1%	10%	-11%[10 µM]	-1%	1%	0%	0%
